Screens from PubChem.
Rtt109 HAT inh – blocks Candida albicans Rtt109/Vps75 acetyltransferase activity; inhibition, % at 34.9 µM; AID 540336; purified Rtt109/Vps75, ThioGlo CoA-SH fluorescence, 4 h; Q5AAJ8; hit rate 0.16% among 330,000;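 active means inhibition of at least 50% in every replicate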
Target sequence (Q5AAJ8 whole entry, looked up): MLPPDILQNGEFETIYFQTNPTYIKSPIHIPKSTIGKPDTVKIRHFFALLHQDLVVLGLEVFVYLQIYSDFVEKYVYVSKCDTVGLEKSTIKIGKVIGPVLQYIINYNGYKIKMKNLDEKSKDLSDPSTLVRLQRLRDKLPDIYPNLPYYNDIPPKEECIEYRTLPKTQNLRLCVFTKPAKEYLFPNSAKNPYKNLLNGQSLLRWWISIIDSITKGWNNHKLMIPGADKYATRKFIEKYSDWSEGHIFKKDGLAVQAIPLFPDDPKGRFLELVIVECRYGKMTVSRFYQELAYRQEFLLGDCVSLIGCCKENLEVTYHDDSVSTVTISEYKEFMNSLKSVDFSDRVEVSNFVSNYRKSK
dFosB act – enhances mouse delta FosB homodimer DNA binding; P13346; AID 493131; purified delta FosB, TAMRA-CDK5 oligo fluorescence polarization; percent of positive-control signal above neutral wells; hit rate 0.99% among 340,000; activation, % at 25 µM;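 active means mean activation above about 17%, with every replicate also reaching it, limit read from the data, passing the limit was not always enough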;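 further: fluorescence polarization rise as delta FosB binds a TAMRA Cdk5 AP-1 oligo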
Target sequence (P13346 whole entry, looked up): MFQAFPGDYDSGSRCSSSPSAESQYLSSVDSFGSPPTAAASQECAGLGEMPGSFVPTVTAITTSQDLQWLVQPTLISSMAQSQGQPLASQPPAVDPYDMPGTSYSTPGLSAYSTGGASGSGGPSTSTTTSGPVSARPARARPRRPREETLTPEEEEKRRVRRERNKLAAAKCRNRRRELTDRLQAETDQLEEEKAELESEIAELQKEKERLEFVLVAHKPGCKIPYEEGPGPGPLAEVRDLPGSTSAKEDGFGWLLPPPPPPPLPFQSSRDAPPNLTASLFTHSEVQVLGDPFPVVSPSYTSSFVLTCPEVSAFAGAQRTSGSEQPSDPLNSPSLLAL
PvdQ inh – P. aeruginosa PvdQ acylase inhibition; AID 488965; inhibition, % at 10 µM; hit rate 0.063% among 340,000; purified PvdQ acylase, fluorescence plate reader; in the data active means inhibition above about 30%, passing the limit was not always enough;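 further: 0% = vehicle neutral wells and 100% = reference inhibitor wells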
C-LANA FP – inhibitors of KSHV LANA C-terminal domain DNA binding; MBP-C-LANA/FAM-LBS DNA binding, fluorescence polarization; hit rate 0.078% among 340,000; inhibition, % at 9 µM;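 active means highest replicate inhibition at or above 60% at 9 µM, even if other replicates fall short; inactive means all replicates below 60% inhibition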;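 further: 0% = neutral control wells and 100% = 4 µM acridine orange control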
CDK5 inh – CDK5/p35 (human) kinase inhibition. Q00535+Q15078. Recombinant CDK5/p35, ADP-Glo luminescence, 60 min. inhibition, % at 10 µM. hit rate 0.01% among 330,000;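 active means highest replicate inhibition of at least 50% and at least 75% of replicates reaching 50%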;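 further: plate controls were DMSO neutral control for no effect and GW8510 at 10 µM for full effect; many of its hits are not listed in these tables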
PfHsp90 yeast 2 – growth inhibition of yeast expressing Plasmodium Hsp90; hit rate 0.32% among 310,000; AID 504621; inhibition, % at 9.4 µM; S. cerevisiae expressing PfHsp90, BacTiter-Glo ATP, 48 h; yeast lacking PDR1 and PDR3 efflux regulators;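 active means every replicate shows inhibition above about 80%, whatever the replicate mean, limit read from the data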;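 further: 0% = DMSO neutral controls and 100% = 20 µM radicicol positive controls; yeast relying on Plasmodium falciparum Hsp90 in place of its own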
Keap1 Nrf2 FP – inhibitors of human Keap1-Nrf2 protein-protein interaction | hit rate 0.15% among 340,000 | Keap1 Kelch-Nrf2 peptide fluorescence polarization, 1536-well | inhibition, % at 9.4 µM; in the data active means inhibition above about 12%;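 further: human Keap1 Kelch domain with fluorescein labeled Nrf2 9mer peptide probe; 0% = neutral control wells and 100% = peptide positive control; higher means more block of Keap1 binding to Nrf2 peptide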
NSD2 HMT inh – blocks human histone methyltransferase NSD2 | O96028 | NSD2 peptide methylation, AlphaScreen, 120 min | inhibition, % at 12.5 µM | hit rate 0.54% among 310,000 | AID 743445; in the data active means inhibition above about 50%
SUMO Mot1 rescue – SUMOylation pathway inhibition by Mot1-301 growth rescue; S. cerevisiae Mot1-301 growth rescue, ATP luminescence, 38.5C; percent above DMSO median, 100 means doubled; growth rescue, % at 18.8 µM; hit rate 1% among 320,000; AID 2716;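 active means every valid replicate shows activation above 250% relative to neutral control wells; inactive means the rest, any valid replicate at or below 250%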;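 further: OY570 slx delta 5 strain wells were the positive control but not used for scaling; some compounds called inactive have numbers as strong as hits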
cardiac RTF act – increases calcium sensitivity of human cardiac regulated thin filaments. activation, % at 7.2 µM. P19429+P45379. hit rate 0.24% among 340,000. AID 493008. IANBD-labeled TnC RTF fluorescence at EC20 calcium; 0% EC20 calcium, 100% full calcium;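 active means activation above the mean over all tested compounds plus 3 SD, cut at about 30% in these data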;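 further: rise in fluorescence read as greater calcium sensitivity of cardiac thin filaments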
RTF Ca sens inh – cardiac RTF calcium desensitization; P19429+P45379; IANBD-labeled cardiac RTF, Ca2+ fluorescence; inhibition, % at 7.15 µM; hit rate 0.12% among 340,000;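 active means inhibition above the mean inhibition of all tested compounds plus 3 SD, cut at about 17% in these data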;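 further: assay run at fixed EC70 calcium of 1.6 mM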
* hit, by the source's call; / = no result given.

SMILES | Rtt109 HAT inh | dFosB act | PvdQ inh | C-LANA FP | CDK5 inh | PfHsp90 yeast 2 | Keap1 Nrf2 FP | NSD2 HMT inh | SUMO Mot1 rescue | cardiac RTF act | RTF Ca sens inh
COc1ccc(CCNC(=O)CSc2nc3ccccc3c3nc(CCN4CCCCC4)nn23)cc1OC | 3.8 | -6.2 | -17.4 | -2.2 | -3.3 | / | -2.1 | 2.4 | 42.8 | 2.5 | -6.4
CCCN1C2CCCC1CC(NC(=O)c1ccc(Br)cc1)C2 (centres undefined) | -6.0 | 4.6 | -7.8 | -2.6 | 0.9 | 13.4 | -0.2 | 46.9 | -17.2 | 4.8 | -9.3
CC(C)OCCCNC(=O)Cc1ccc(Br)cc1 | -4.5 | 3.3 | -12.4 | 1.2 | 3.2 | / | -1.9 | -2.6 | -2.7 | 0.3 | -1.7
CC(=O)c1sc(N)c(C(=O)OC(C)C)c1C | -5.9 | -1.1 | -0.9 | 2.0 | 0.1 | / | 1.7 | 4.0 | 5.3 | -5.1 | -0.5
O=C(CS(=O)(=O)Cc1ccccc1)Nc1ccc(Cl)cn1 | -0.2 | -10.1 | 5.8 | -0.9 | 1.7 | -23.7 | 1.6 | -0.6 | -12.4 | -1.5 | -6.5
COc1cc(OC)c(OC)cc1/C=C1\CC(C)C/C(=C\c2cc(OC)c(OC)cc2OC)C1=O (centres undefined) | -0.5 | -15.0 | 17.6 | 1.9 | 0.2 | -7.3 | 2.6 | 5.5 | -2.8 | 9.5 | -22.7
O=C(CSc1nc(=O)n2cc(Cl)ccc2n1)NCCc1ccccc1 | -2.9 | -2.0 | -14.0 | 0.9 | 0.7 | / | -4.9 | -1.9 | 17.2 | 2.3 | -4.1
CCc1ccc(C(=O)Nc2cc(C)ccc2F)s1 | 4.8 | -0.2 | -7.2 | -1.9 | 0.2 | / | -1.3 | -3.2 | 107.8 | -3.9 | -1.5
CCOc1ccc(CNc2nnnn2C)cc1 | 7.4 | 5.3 | -2.1 | 0.3 | -0.7 | -8.1 | 6.0 | 4.4 | -0.3 | 1.8 | -4.2
Cc1oc(-c2cccc(Cl)c2)nc1CN1CCCC(C(=O)NCc2ccco2)C1 (centres undefined) | -2.6 | -0.9 | -3.2 | 1.9 | 0.9 | 7.2 | 0.1 | 6.1 | -14.9 | -1.5 | -1.2
COc1ccc(C(OCC(O)CN(C)C2CCCCC2)c2ccc(OC)cc2)cc1 (centres undefined) | 8.3 | -2.9 | -11.4 | 1.1 | 0.6 | 0.9 | 2.8 | 14.2 | 15.6 | -1.4 | -14.8
Cc1c(N(C)C)nc2ccccc2c1N | 6.1 | -6.8 | 10.9 | 0.6 | 0.4 | 7.9 | -5.4 | 0.5 | 11.3 | -1.3 | 2.9
CN(CC(=O)Nc1cccc(F)c1)CC(=O)Nc1ccc(Cl)cc1[N+](=O)[O-] | 2.3 | -5.1 | -10.7 | 4.3 | -1.7 | -10.5 | -2.3 | -3.2 | -8.5 | -4.0 | -0.8
COc1cccc(N2CCN(c3ccc4nnc(CCC(=O)Nc5ccc(OC)c(OC)c5)n4n3)CC2)c1 | 6.0 | -3.9 | -7.7 | -1.0 | 0.7 | 4.4 | 1.1 | 8.1 | -2.1 | -4.8 | -3.5
Clc1ccccc1Cc1noc(CN2CCCCC2c2ccccn2)n1 (centres undefined) | -4.7 | -3.2 | -6.9 | -1.3 | -9.8 | 11.8 | -6.0 | -2.9 | -1.5 | -1.9 | -7.7
O=C(NCC1CC1)c1ccc2c(c1)S(=O)(=O)c1cc(Cl)ccc1C2=O | 6.4 | -9.0 | 2.8 | -3.0 | 0.5 | -22.2 | -0.4 | / | 6.7 | -2.5 | -26.1
Clc1ccc(-c2nnc(CSc3nnc(-c4cccs4)o3)o2)cc1 | 0.7 | 5.2 | -0.9 | -0.5 | -0.4 | -5.2 | 0.8 | -1.2 | -1.6 | -2.7 | 5.7
O=c1c2cc(N3CCOCC3)ccc2[nH]c(=S)n1Cc1ccccc1Cl | 11.3 | -7.7 | -10.7 | -0.5 | -0.2 | -14.6 | 7.6 | -4.2 | -2.6 | 5.5 | 0.7
O=C(NCc1ccon1)c1ccc(OC2CCN(CCc3ccccc3)CC2)cc1 | -8.4 | -7.9 | -6.5 | 0.4 | 1.0 | -37.9 | -3.4 | -0.3 | -0.6 | 0.0 | -10.5
CC(C(=O)NC1CCCC1)N(C(=O)c1ccc(-c2ccccc2)[nH]1)c1ccccc1F (centres undefined) | 3.7 | -8.5 | 3.0 | -1.7 | -0.5 | / | 1.4 | 0.7 | -17.2 | -6.1 | 0.1
COc1ccc(CCNC(=O)c2cccc(S(=O)(=O)N3CCCC3)c2)cc1 | 3.9 | -1.8 | -12.2 | -0.4 | 0.4 | 1.8 | -0.9 | -1.5 | / | 4.1 | -2.8
CC(C)c1ccc(NC(=O)COC(=O)C2CCCCC2)cc1 | -2.0 | -14.2 | -9.0 | 0.2 | 0.8 | -1.4 | -0.1 | -3.8 | 8.2 | 1.8 | -10.4
O=[n+]1c2c(n([O-])c3cc(Br)ccc31)CCC2 | -0.5 | -1.4 | -0.6 | -0.3 | -0.8 | 16.5 | -3.4 | 3.7 | -23.0 | 1.5 | -0.9

Three records picked at random from those above:
SMILES | Rtt109 HAT inh | dFosB act | PvdQ inh | C-LANA FP | CDK5 inh | PfHsp90 yeast 2 | Keap1 Nrf2 FP | NSD2 HMT inh | SUMO Mot1 rescue | cardiac RTF act | RTF Ca sens inh
CC(C(=O)NC1CCCC1)N(C(=O)c1ccc(-c2ccccc2)[nH]1)c1ccccc1F (centres undefined) | 3.7 | -8.5 | 3.0 | -1.7 | -0.5 | / | 1.4 | 0.7 | -17.2 | -6.1 | 0.1
CN(CC(=O)Nc1cccc(F)c1)CC(=O)Nc1ccc(Cl)cc1[N+](=O)[O-] | 2.3 | -5.1 | -10.7 | 4.3 | -1.7 | -10.5 | -2.3 | -3.2 | -8.5 | -4.0 | -0.8
CCCN1C2CCCC1CC(NC(=O)c1ccc(Br)cc1)C2 (centres undefined) | -6.0 | 4.6 | -7.8 | -2.6 | 0.9 | 13.4 | -0.2 | 46.9 | -17.2 | 4.8 | -9.3

Entries of single compounds from above. Order of values: Rtt109 HAT inh | dFosB act | PvdQ inh | C-LANA FP | CDK5 inh | PfHsp90 yeast 2 | Keap1 Nrf2 FP | NSD2 HMT inh | SUMO Mot1 rescue | cardiac RTF act | RTF Ca sens inh
`CCOc1ccc(CNc2nnnn2C)cc1` in the list: 7.4 | 5.3 | -2.1 | 0.3 | -0.7 | -8.1 | 6.0 | 4.4 | -0.3 | 1.8 | -4.2
`COc1ccc(CCNC(=O)CSc2nc3ccccc3c3nc(CCN4CCCCC4)nn23)cc1OC` in the list: 3.8 | -6.2 | -17.4 | -2.2 | -3.3 | / | -2.1 | 2.4 | 42.8 | 2.5 | -6.4
`Cc1oc(-c2cccc(Cl)c2)nc1CN1CCCC(C(=O)NCc2ccco2)C1` (centres undefined) in the list: -2.6 | -0.9 | -3.2 | 1.9 | 0.9 | 7.2 | 0.1 | 6.1 | -14.9 | -1.5 | -1.2
`CC(C)c1ccc(NC(=O)COC(=O)C2CCCCC2)cc1` in the list: -2.0 | -14.2 | -9.0 | 0.2 | 0.8 | -1.4 | -0.1 | -3.8 | 8.2 | 1.8 | -10.4
